All columns: NCI-60 one-dose screen, growth in % after 48 h at 10 µM unless noted; 100 = growth as untreated, 0 = no growth, -100 = all killed.
SK-MEL-28: SK-MEL-28 melanoma | actives 4.1% (n = 81,000) | AID 1794761
A549/ATCC: A549/ATCC NSCLC. actives 3.7% (n = 81,000). AID 1794740
M14: M14 melanoma | actives 6.2% (n = 80,000)
UACC-62: UACC-62 melanoma. actives 5.4% (n = 81,000)
MDA-MB-435: MDA-MB-435 melanoma; actives 7.8% (n = 82,000); AID 1794794
UACC-257: UACC-257 melanoma; AID 1794764; actives 4.4% (n = 78,000)
SK-MEL-5: SK-MEL-5 melanoma. actives 6.4% (n = 80,000)
SK-MEL-2: SK-MEL-2 melanoma | actives 4.7% (n = 77,000)
* = called active by the depositor; . = not tested or not shown; & = joins results of further samples. The calls were made as follows: active = growth percent below 10; inactive = the rest.

The opening 10 entries, ahead of the listing:
Each structure is followed by: UACC-62	UACC-257	SK-MEL-28	SK-MEL-2	A549/ATCC	SK-MEL-5	MDA-MB-435	M14
- CC(C)=CC/C=C(/C)[C@H]1CC[C@]2(C)[C@@H]1CC[C@@H]1[C@@]3(C)C/C(=C/c4ccc(C(F)(F)F)cc4)C(=O)C(C)(C)[C@@H]3CC[C@]12C
  74	85	93	95	79	95	99	94
- O=S(=O)(OCCOCCOS(=O)(=O)c1ccccc1)c1ccccc1
  102	106	116	98	112	107	101	100
- O=c1cc(CF)[nH]c(=O)[nH]1
  106	101	108	89	97	103	101	106
- Cc1cc2nc3c4cc(Cl)ccc4n(CC(=S)NCCN(C)C)c3nc2cc1C
  -67*	-17*	-91*	71	-70*	-10*	-92*	-90*
- COC(=O)CC[C@H](C)[C@H]1CC[C@H]2[C@@H]3CC[C@@H]4C(c5nc6ccccc6[nH]5)=C(Cl)CC[C@]4(C)[C@H]3CC(=O)[C@]12C
  38	61	66	106	88	39	69	62
- Cc1c(C(N)=O)sc2nc(SCC(=O)N3NC(=O)C(Cc4ccccc4)C3=O)n(Cc3ccccc3)c(=O)c12 (stereo not given)
  96	96	109	100	99	99	107	.
- CC1CCCCc2nc3c(c(=O)n21)CCCC3 (stereo not given)
  105	106	109	114	97	99	109	110
- CCC(=O)NCCc1ccccc1
  101	110	104	.	106	99	108	100
- Cc1ccc(-c2csc(NC(=O)c3cc(-c4ccc(Br)cc4)nc4ccccc34)n2)cc1
  86	106	98	85	96	97	109	90
- CN(NC1CCC(=O)N1)c1ccccc1 (stereo not given)
  95	103	107	109	101	103	100	101

All compounds of this part, from the start:
Each structure is followed by: UACC-62	UACC-257	SK-MEL-28	SK-MEL-2	A549/ATCC	SK-MEL-5	MDA-MB-435	M14
- CC(C)=CC/C=C(/C)[C@H]1CC[C@]2(C)[C@@H]1CC[C@@H]1[C@@]3(C)C/C(=C/c4ccc(C(F)(F)F)cc4)C(=O)C(C)(C)[C@@H]3CC[C@]12C
  74	85	93	95	79	95	99	94
- O=S(=O)(OCCOCCOS(=O)(=O)c1ccccc1)c1ccccc1
  102	106	116	98	112	107	101	100
- O=c1cc(CF)[nH]c(=O)[nH]1
  106	101	108	89	97	103	101	106
- Cc1cc2nc3c4cc(Cl)ccc4n(CC(=S)NCCN(C)C)c3nc2cc1C
  -67*	-17*	-91*	71	-70*	-10*	-92*	-90*
- COC(=O)CC[C@H](C)[C@H]1CC[C@H]2[C@@H]3CC[C@@H]4C(c5nc6ccccc6[nH]5)=C(Cl)CC[C@]4(C)[C@H]3CC(=O)[C@]12C
  38	61	66	106	88	39	69	62
- Cc1c(C(N)=O)sc2nc(SCC(=O)N3NC(=O)C(Cc4ccccc4)C3=O)n(Cc3ccccc3)c(=O)c12 (stereo not given)
  96	96	109	100	99	99	107	.
- CC1CCCCc2nc3c(c(=O)n21)CCCC3 (stereo not given)
  105	106	109	114	97	99	109	110
- CCC(=O)NCCc1ccccc1
  101	110	104	.	106	99	108	100
- Cc1ccc(-c2csc(NC(=O)c3cc(-c4ccc(Br)cc4)nc4ccccc34)n2)cc1
  86	106	98	85	96	97	109	90
- CN(NC1CCC(=O)N1)c1ccccc1 (stereo not given)
  95	103	107	109	101	103	100	101
- CC(CCN=Cc1ccccc1O)N=Cc1ccccc1O (stereo not given)
  102	104	109	103	99	98	100	100
- C=C(c1cn(C(C)=O)c2ccccc12)c1cn(C(C)=O)c2ccccc12
  54	78	102	60	81	78	14	80
- O=C(COc1cc(Cl)c(Cl)cc1Cl)Nc1ccc([N+](=O)[O-])cc1Cl
  101	108	115	103	102	104	105	111
- O=[N+]([O-])c1cccc(/C=N\N=C\c2ccccc2O)c1
  97	116	104	98	105	95	104	99
- CCCCCN1C=C/C(=C\C(=O)N(C)c2ccc(C(F)(F)F)cc2)c2ccccc21
  78	95	110	102	94	97	100	99
- CCOC(=O)C1=C(C)N2C(=NC3=C(CCC/C3=C\c3ccc(OC)cc3)C2c2ccc(OC)cc2)S1 (stereo not given)
  82	89	97	117	89	98	73	100
- O=C1/C(=C/c2ccc([N+](=O)[O-])s2)Oc2ccccc21
  -80*	-55*	-36*	-49*	-22*	-65*	-58*	-41*
- Clc1cccc(Cl)c1Br
  94	102	111	110	102	111	118	98
- CCCc1ncccc1O
  109	85	109	100	91	102	102	102
- Oc1ccc(C(c2ccc(O)cc2)C(c2ccc(O)cc2)c2ccc(O)cc2)cc1
  92	109	104	.	97	99	91	90
- COc1ccc2c(O)c(/C=C3\N=Nc4ccccc43)oc2c1C[C@H]1CCNC[C@H]1F
  41	52	68	83	34	48	35	29
- COc1cc(O)c2c(=O)c(OC)c(-c3ccccc3)oc2c1
  79	.	162	.	74	86	104	113
- c1ccc(Cn2cc3c(c2-c2ccccc2)CCc2c(CN4CCOCC4)noc2-3)cc1
  78	102	102	94	106	83	98	.
- COc1cc2c(c(OC)c1OC)CCC(c1cccc(C(=O)Nc3ccc(Br)cc3)c1)O2 (stereo not given)
  53	76	77	46	64	55	82	71
- CN1C(=O)N(C)C2C1NC(=O)N2/N=C/C=C/c1ccccc1[N+](=O)[O-] (stereo not given)
  94	100	92	103	102	99	97	100
- CSc1ncnc(SC)c1Cl
  88	78	109	96	82	104	102	92
- O=C1CCC(N2C(=O)c3cccc(NCCOCCOCCNC(=O)c4cc5c(o4)C(=O)c4ccccc4C5=O)c3C2=O)C(=O)N1 (stereo not given)
  -82*	-83*	-39*	-28*	-30*	-98*	-92*	-66*
- Cn1c2ccc(Br)cc2c2c3c(c4c5cc(F)ccc5oc4c21)C(=O)N(O)C3=O
  80	104	112	110	98	90	101	89
- O=C1c2cc(O)cc(O)c2[C@H](c2cc(O)cc(O)c2)[C@H]1c1ccc(O)cc1
  95	90	105	111	93	98	99	97
- C/C(=N\Nc1cc(C)c2cc(C)ccc2n1)c1ccccn1
  -54*	-74*	-93*	.	1.9*	-99*	-89*	-83*
- CN(C)c1ccc(/C=N\Nc2cc(=O)[nH]c3ccccc23)cc1
  86	94	107	99	103	95	110	89
- CC(C)C[C@H](NC(=O)OCc1ccccc1)C(=O)NCc1cn(CC(=O)O)nn1
  99	102	117	125	96	98	99	109
- Cc1ccc(-c2oc(C=Nc3ccccc3)c([N+](=O)[O-])c2-c2ccc(C)cc2)cc1
  73	93	91	96	93	90	88	88
- CC1(COc2ccc3ncc(C#Cc4cncc(C(=O)Nc5cc(C(C)(C)C)on5)c4)n3n2)COC1
  30	80	51	.	47	8.0*	50	29
- NC(=O)COc1ccc(Cl)cc1Cl
  103	101	117	99	98	100	102	102
- C/C(=N/NC(=O)/C=C/C=C/c1ccc2c(c1)OCO2)c1ccc(Br)cc1
  95	104	111	101	102	.	103	103
- CC(CNc1nc(Nc2ccc(Cl)c(Cl)c2)nc(C(Cl)(Cl)Cl)n1)N(C)C (stereo not given)
  -4.8*	-8.4*	.	-92*	5.0*	-57*	-47*	-61*
- COc1ccc(N)c(-c2cc3c(c4c2[nH]c2ccc(OC)cc24)CCCC3)c1
  69	68	98	95	64	95	94	78
- CC(C)(C)c1cc(C(=O)Nc2ccccc2C(=O)NCCN)cc(C(C)(C)C)c1
  -58*	63	-84*	20	7.6*	46	-73*	-74*
- COC(=O)c1ccccc1NC(=O)c1ccccc1
  .	92	114	109	90	96	97	108
- FC(F)(F)c1nn(-c2ccccc2)c2c1-c1ccccc1CS2
  90	102	106	106	93	100	102	106
- CCn1c2ccc(/C=N/N(C)S(=O)(=O)CCN(C)C)cc2c2cc(/C=N/N(C)S(=O)(=O)CCN(C)C)ccc21
  82	93	88	107	85	62	62	66
- Cc1[nH]c(=O)[nH]c(=O)c1C
  96	104	111	108	101	99	110	106
- CC(C(=O)O)N1C2=NC3=C(C(=O)OC(C)(C)O3)C(c3ccc(Cl)cc3)N2NC1(C)c1ccccc1O (stereo not given)
  78	90	106	97	86	83	96	96
- CC1(C)CC(=O)C=C(N)C1
  98	87	104	98	95	131	99	102
- CCCCCC/C=C\C(=O)O
  115	104	107	103	103	110	107	100
- CC(=O)O[C@]1(C(C)=O)CC[C@@]2(C)[C@@H]3CCC4=CC(=O)CC[C@@H]4[C@@]3(F)[C@@H](O)C[C@]12C
  109	100	117	134	76	113	.	98
- O=C1CCC(=O)N1CC1CC2CCC1C2 (stereo not given)
  88&97	84&104	103&109	111&97	99&111	93&110	96&93	96&103
- CCC(=O)[N+](=O)c1ccc(C(=O)/C=C/c2ccc(N(C)C)cc2)cc1
  66	86	75	60	95	73	47	59
- CC(C)OC(=O)Oc1ccc(Cl)cc1
  103	112	103	107	103	105	103	95
- CCN(CC)C(=O)Cn1cc(NC(=O)OC(C)(C)C)nn1
  101	113	97	106	109	105	101	.
- CCCCCCCCCCCCNCCC#N
  96	94	101	86	94	90	98	.
- COc1cc(-c2c(C#N)c(-c3ccco3)nc3c2c(-c2ccccc2)nn3-c2ccccc2)ccc1O
  82	85	96	89	62	80	78	92
- CC1CCC2(C(=O)O)CCC3(C)C(=CCC4C5(C)CCC(O)C(C)(C)C5CCC43C)C2C1C (stereo not given)
  81&89	90&40	79&36	87&83	75&24	96&25	103&60	41
- COC(=O)CCC1=C(CC(=O)OC)C(C)=N/C1=C\c1[nH]c(-c2ccc[nH]2)cc1OC
  -4.9*	33	57	.	18	-23*	17	17
- COc1ccc(-n2nc(C(=O)N/N=C\c3ccc(F)cc3)cc2-c2ccc(Br)cc2)cc1
  74	90	84	94	89	91	62	96
- CCCOC(=O)Nc1nc2ccc(SCC(C)C)cc2s1
  19	59	65	49	34	28	-7.7*	34
- C/C(=N\N1C(=O)c2ccccc2NC1c1ccc(N(C)C)cc1)c1c(O)cc(C)oc1=O (stereo not given)
  94	95	105	100	90	100	100	100
- C=CCOC1=C(c2ccccc2)C(C2CC2)N(Cc2ccc(OC)cc2OC)C1=O (stereo not given)
  78	88	107	.	80	87	101	104
- Brc1ccc2[nH]cc(-c3nonc3-c3c[nH]c4ccccc34)c2c1
  39	57	78	54	36	60	47	25

(listing goes on)
Each structure is followed by: UACC-62	UACC-257	SK-MEL-28	SK-MEL-2	A549/ATCC	SK-MEL-5	MDA-MB-435	M14
- COc1ccc(-n2ccnc2SCC(=O)Nc2cc(C)ccc2C)c(OC)c1
  85	93	96	102	79	72	94	88
- O=C(OCCOC(=O)n1c2ccccc2c2ccccc21)n1c2ccccc2c2ccccc21
  86	97	100	90	96	97	98	107
- Cn1cc(-c2nc(N)nnc2-c2ccccn2)c2ccccc21
  86	91	107	105	87	94	106	88
- CN(Cc1ccccc1)Cc1ccc2ccc(=O)[nH]c2c1O
  99	.	99	95	78	100	101	96
- O=C(Oc1cccc2ccccc12)N1CCN(C(=O)Oc2cccc3ccccc23)CC1
  91	102	107	110	100	99	105	115
- COc1cc([C@@H]2c3cc4c(cc3C(O[C@@H]3O[C@@H]5CO[C@@H](c6cccs6)OC5[C@H](O)[C@H]3O)C3COC(=O)[C@@H]32)OCO4)cc(OC)c1O (stereo not given in full)
  -54*	-20*	-29*	-47*	-48*	.	-21*	-43*
- O=C1C=C(c2ccccc2)SC2c3cccn3CCN12 (stereo not given)
  98	98	104	118	98	.	102	110
- COc1cc2cc3c(nc2cc1OC)CCN3Cc1ccc(NC(=O)Nc2ccc(Cl)c(C(F)(F)F)c2)cc1
  88	81	78	90	67	79	81	82
- C/C(=N/NC(N)=S)c1sc(Nc2ccc(F)cc2)nc1C
  100	115	99	88	107	96	93	93
- CC1(CCCC(=O)O)Nc2ccccc2-c2nc(=O)c(-c3ccc(F)cc3)nn21 (stereo not given)
  93	109	108	109	102	105	105	100
- COc1ccc(-c2nc(-c3nc4ccc(F)cc4[nH]3)c3ccccn23)cc1
  77	67	92	61	52	53	65	73
- Cc1[nH]c(C(=O)Nc2ccc(C(N)=O)cc2OCCN2CCOCC2)c(Cl)c1Cl
  105	99	111	105	97	98	111	104
- NC(=O)c1ccccc1C(N)=O
  104	112	121	107	97	110	114	109
- CC12CC3OC3CC1CCC1C2CCC2(C)C1CCC21OCCO1 (stereo not given)
  102	97	101	.	98	98	101	.
- O=C(Nc1c(Cl)cccc1Cl)Oc1cccnc1
  103	102	104	.	102	103	119	101
- CC(=O)Nc1cc2c(cc1Br)-c1ccc(F)cc1C2
  79	103	109	110	98	90	105	97
- CCCC1(C)COC(c2ccc(OC)cc2)OC1 (stereo not given)
  95	101	106	113	97	100	97	93
- COc1ccc(-c2c[nH]c(C(=O)O)c2-c2cc(OC)cc(OC)c2)cc1
  98	113	106	96	98	108	105	95
- Nc1ncc(-c2ccc3ncnc(Nc4cccc(Cl)c4)c3c2)cn1
  51	66	64	50	35	65	56	61
- Cc1nc2sc(-c3nc4ccccc4[nH]3)c(N)c2c(C)c1Cl
  89	97	85	.	79	89	94	92
- CCOC(=O)CCCCNC1(c2ccc(F)cc2)C2CC3CC(C2)CC1C3 (stereo not given)
  95	104	109	119	103	99	101	93
- CNC(C(=O)O)c1ccccc1 (stereo not given)
  92&109	99&122	111&114	106&95	87&106	108&100	108&106	106&100
- CN(C)c1ccc(C(=C2C=CC(=[N+](C)C)C=C2)c2ccc(N(C)C)cc2)cc1
  -54*	-63*	-80*	-58*	.	-99*	-83*	-80*
- COc1ccc(/C=C2/CCc3cc4ccc(OC)cc4[o+]c32)c(O)c1
  48	87	48	86	95	68	2.9*	26
- COc1ccc(-c2c(C(N)=O)nnn2-c2cc(OC)c(OC)c(OC)c2)cc1
  100	102	107	106	97	101	95	105
- N#CC(C(=N/O)/C(=N/O)C(C#N)c1ccc(Cl)cc1)c1ccc(Cl)cc1 (stereo not given)
  100	94	114	101	88	98	110	106

Screening data (PubChem)
